TRPM1 prom inh = inhibitors of MITF-dependent TRPM1 promoter reporter, primary screen, cell-based, SK-MEL-5, single point, luciferase. AID 488899, 2010. inhibition, % at 12.5 µM. SK-MEL-5 TRPM1 promoter luciferase, 24 h. hit rate 0.83% among 330,000;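 active = mean inhibition across replicates of 60% or more, whatever share of single replicates reaches that level; inconclusive = some that reach 60%, reason not given; inactive = mean inhibition across replicates below 60%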; note: values of inactives mirror those of a sister screen read the other way
NR2E3 ag-1 = inhibitors of NR2E3-RetCOR corepressor binding, primary screen, NR2E3 agonist project, biochemical, TR-FRET, GST-NR2E3, biotin-RetCOR; Photoreceptor-specific nuclear receptor (Homo sapiens), Q9Y5X4; 1536-well; inhibition of corepressor binding, % at 4.78 µM; hit rate 0.12% among 320,000; AID 2300, 2010;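 active = percent inhibition above the cutoff of mean plus 3 SD of all tested compounds, set per screening campaign, cut at about 20% in these data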;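 note: 0% = DMSO wells and 100% = biotin wells as full block of FRET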
Target sequence (Q9Y5X4 whole entry, looked up): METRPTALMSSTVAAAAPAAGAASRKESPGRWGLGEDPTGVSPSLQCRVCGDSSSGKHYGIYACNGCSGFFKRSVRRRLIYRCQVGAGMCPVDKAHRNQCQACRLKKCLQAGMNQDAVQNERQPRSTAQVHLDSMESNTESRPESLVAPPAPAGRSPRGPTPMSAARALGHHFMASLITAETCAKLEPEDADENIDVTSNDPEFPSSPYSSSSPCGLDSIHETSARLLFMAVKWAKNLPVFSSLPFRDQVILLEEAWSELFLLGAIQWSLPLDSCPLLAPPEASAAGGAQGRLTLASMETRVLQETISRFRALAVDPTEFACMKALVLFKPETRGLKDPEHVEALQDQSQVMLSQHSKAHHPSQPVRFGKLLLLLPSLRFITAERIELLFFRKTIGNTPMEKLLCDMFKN
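Material: NR2E3–RetCOR corepressor complex / Incubation: Compound–protein incubation for 5 h at 4 °C / Dosing: compound at 4.8 µM, single dose / Detection: time-resolved FRET / Benchmarks: high control biotin, low control 0.6% DMSO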
Vif inh = HIV Vif self-association inhibitors, primary screen, imaging, HEK293T, single point. HEK293T cells, Vif self-association by quenched fluorescence, 24 h. inhibition, % at 7.49 µM. hit rate 0.35% among 340,000; in the data active = inhibition above about 50%, passing the limit was not always enough; inconclusive = no clear call, values can overlap the other calls; inactive = below about 31%; note: some results filed as inactive read as strong as hits
KKLEB tox = cytotoxicity in KKLEB CF airway cells, primary screen, cytotoxicity control for CF NF-kB inhibitor project, cell-based, uHTS, fluorescence assay plates. KKLEB CF airway cells viability, ATPlite luminescence, overnight; hits give low values; cells stimulated with P. aeruginosa culture filtrate. activity change (cytotoxicity), % at 5 µM. hit rate 0.36% among 360,000. AID 602141, 2011;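 active = corrected activity change at or below -50% at 5 µM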
CaV13 FRET inh = Primary screen for inhibitors of IQ motif and Ca2+-dependent inactivation inhibitor domain binding in CACNA1D, Förster resonance energy transfer in living cells, …. AID 743397. hit rate 0.098% among 340,000. HEK cells, CFP/YFP FRET ICDI-IQ, plate reader, 10 min; percent FRET-ratio fall versus neutral wells. inhibition, % at 12.3 µM;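 active = mean replicate inhibition of at least 30% and at least 1% of replicates passing that level; inconclusive = only one of the two criteria is met; inactive = neither criterion is met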;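 note: 0% = median of the neutral control wells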
Shn3 inh set2 = reduction of Shn3 3'UTR firefly luciferase signal, primary screen, Schnurri-3 inhibitor project, cell-based, Clone20 osteoblasts, set 2 | Clone20 osteoblast Shn3 3'UTR firefly luciferase, 24 h | inhibition, % at 12.5 µM | hit rate 0.52% among 360,000;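 active = mean inhibition of at least 75% with every replicate also reaching 75%; inconclusive = mean inhibition at least 75% but some replicate below; inactive = mean inhibition below 75%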;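 note: 0% = median of neutral control wells and 100% = pilot-screen positive control compound; some compounds past the cut are filed as inactive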
PDI inh = inhibitors of human PDI, primary screen, biochemical, turbidity, single point, plate reader. PDI insulin aggregation turbidity, A650, 90 min. AID 588391, 2011. inhibition, % at 10 µM. hit rate 0.052% among 350,000;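 active = mean inhibition across replicates of 30% or more, whatever share of single replicates reach that level; inconclusive = mean inhibition below 30% while every single replicate reaches 30%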;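 note: absorbance from insulin aggregation driven by PDI reduction with DTT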
Target sequence (P07237 whole entry, looked up): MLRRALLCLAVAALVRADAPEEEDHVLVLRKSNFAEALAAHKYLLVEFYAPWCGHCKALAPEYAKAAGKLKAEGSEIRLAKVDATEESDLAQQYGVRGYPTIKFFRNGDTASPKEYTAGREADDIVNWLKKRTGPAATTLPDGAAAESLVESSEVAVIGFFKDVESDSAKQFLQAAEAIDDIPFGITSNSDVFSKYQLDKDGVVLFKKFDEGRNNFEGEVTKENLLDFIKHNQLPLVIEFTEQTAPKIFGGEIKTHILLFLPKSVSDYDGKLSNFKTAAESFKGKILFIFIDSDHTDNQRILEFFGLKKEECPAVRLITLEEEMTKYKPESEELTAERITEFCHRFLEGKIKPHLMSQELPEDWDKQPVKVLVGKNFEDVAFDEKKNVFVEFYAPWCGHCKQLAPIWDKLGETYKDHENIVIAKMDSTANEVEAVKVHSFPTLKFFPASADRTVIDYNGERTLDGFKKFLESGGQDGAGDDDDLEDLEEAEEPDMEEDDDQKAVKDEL
HIF-2a block = HIF-2a reporter inhibitors, primary screen, luminescence, 786-0 RCC cells. inhibition, % at 18.8 µM. hit rate 0.72% among 360,000. 786-0 RCC cells HIF-2a reporter, luciferase luminescence, overnight;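 active = inhibition of the luminescence signal of 40% or more relative to plate controls, in a single-dose primary screen at 18.75 µM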
Peg3 promoter = Peg3 promoter-driven luciferase inhibitors, primary screen, cell-based, HeLa, luciferase luminescence; HeLa PEG-Prom luciferase reporter, overnight; inhibition, % at 20 µM; hit rate 1.7% among 360,000; AID 588405, 2011;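 active = inhibition of at least 50% at 20 µM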
NR2E3 ag-2 = NR2E3 agonists in two-hybrid cells, primary screen, cell-based, luminescence, CHO-S, Gal4-NCOR/VP16-NR2E3; Photoreceptor-specific nuclear receptor (Homo sapiens), Q9Y5X4; luciferase; inhibition of corepressor binding, % at 3.98 µM; hit rate 0.35% among 360,000; AID 602229, 2012;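 active = inhibition above the mean of all tested compounds plus 3 SD, cut at about 70% in these data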;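 note: 0% = DMSO with NR2E3 transfected cells and 100% = cells lacking NR2E3 construct; higher means lower luciferase signal from less NR2E3 corepressor binding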
CF NFkB block = inhibitors of PAF-induced NF-kB signaling, primary screen, cell-based, GFP fluorescence, uHTS. AID 588850, 2011. inhibition, % at 5 µM. KKLEB NF-kB-GFP reporter, GFP fluorescence overnight. hit rate 0.86% among 360,000;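 active = at least 50% inhibition at 5 µM, scaled per plate between neutral and stimulator controls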;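 note: PAF is a Pseudomonas aeruginosa culture filtrate used as stimulus; plate controls were PAF-stimulated DMSO wells for no effect and unstimulated DMSO wells for full effect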
An asterisk follows results filed as active; ? = inconclusive; · = no result given.

No.	mol	TRPM1 prom inh	NR2E3 ag-1	Vif inh	KKLEB tox	CaV13 FRET inh	Shn3 inh set2
1	CCCCC(=O)C1=C(N2CCCC2)CC(C)(C)CC1=O	-18	1	7	-3	-4	-16
2	COc1ccc(OC)c(Cc2nnc(CCC(=O)NC3CCCC3)o2)c1	-11	5	-7	6	4	-6
3	CCCN1CCN(C(=S)Nc2sc(CC)cc2C(=O)OC)CC1	2	3	-3	-10	-6	14
4	Clc1ccc2nc(CSc3nncn3-c3ccccc3)cn2c1	8	0	11	9	-5	-4
5	Cc1nn(C)cc1CNC(=O)Nc1ccc(Cl)cc1	-24	-3	4	3	-9	-17
6	CC(C)(C)OC(=O)CC1(C#N)c2ccccc2C(Br)=CN1C(=O)c1ccccc1 (configuration not stated)	9	4	2	5	-5	30
7	CCOc1ccccc1CN(Cc1ccco1)S(=O)(=O)c1ccc(-n2cnnn2)c(OC)c1	12	·	-6	-25	-8	24
8	COc1ccccc1NC(=O)c1nn(-c2ccc(OC(F)(F)F)cc2)ccc1=O	6	-1	-4	-7	-3	20
9	Cn1cccc1/C=N/NC(=O)Cc1ccccc1	3	2	0	-12	-16	2
10	O=C(Nc1cc([N+](=O)[O-])ccc1N1CCCC1)c1ccccc1	0	-3	-6	-5	0	0
11	COc1ccccc1Cn1c(CCCO)nc2ccccc21	10	3	·	-10	0	10
12	Cc1ccc2c(c1)N(C(=O)CCC(=O)NCc1cccc(Br)c1)CC(C)O2 (configuration not stated)	·	3	-7	0	-6	7
13	CCc1noc(C)c1C(=O)Nc1cc(S(=O)(=O)N(CC)CC)ccc1N1CCCC1	-2	0	7	5	-2	-2
14	O=C(COc1ccccc1C(=O)c1cnn(-c2ccccc2)c1)Nc1ccccc1	-55	3	-9	-35	-5	84
15	CN(C)S(=O)(=O)c1ccc(Cl)c(NC(=O)CN2CCN(c3ccccn3)CC2)c1	15	·	-9	4	-18	25

No.	PDI inh	HIF-2a block	Peg3 promoter	NR2E3 ag-2	CF NFkB block
1	-1	11	8	16	-3
2	13	-18	-30	-2	-4
3	4	6	12	-16	2
4	5	7	6	0	-19
5	-7	-160	-110	-40	-7
6	8	6	26	-6	16
7	8	6	34	-31	22
8	-2	6	1	-16	-10
9	-1	-8	-3	-12	7
10	-4	-5	-6	4	-20
11	7	2	26	6	12
12	·	-3	31	15	11
13	-5	10	-309	-13	-20
14	-11	-200	-121	-34	0
15	-4	19	10	1	-6

Next part.
No.	mol	TRPM1 prom inh	NR2E3 ag-1	Vif inh	KKLEB tox	CaV13 FRET inh	Shn3 inh set2
16	C=C(c1ccc(O)cc1)c1ccc(O)cc1	6	0	14	11	·	12
17	C=C1SC(Nc2c(C)cc(C)cc2C)=NC12CCCCC2	-2	1	-7	-13	-5	·
18	COc1cc(C2C(C#N)=C(N)Oc3n[nH]c(C)c32)ccc1OC(=O)c1ccccc1 (configuration not stated)	6	4	3	20	·	-16
19	COCCOC1CCN(C(=O)c2cc(COc3ccc(-n4cncn4)cc3)on2)CC1	4	4	-4	8	-6	23
20	O=C(CN1C(=O)NC2(CCCCCC2)C1=O)Nc1ccc(S(=O)(=O)N2CCOCC2)cc1	-2	1	-14	1	-6	15
21	COc1cc2c(cc1OC)CN(S(=O)(=O)/C=C/c1ccccc1)CC2	-14	-1	-10	2	-3	15
22	S=C(NCc1ccco1)N1CCN(c2ccccc2Cl)CC1	-21	-3	0	0	-1	-11
23	Brc1ccc(-c2cn3cccnc3n2)cc1	-62	6	-4	-4	-5	-48
24	O=C(NC12CC3CC(CC(C3)C1)C2)N1CCN(C2CCCCC2)CC1	19	-1	-2	0	1	-12
25	COc1ccc(C(=O)COC(=O)CCN2C(=O)[C@@H]3[C@H](C2=O)[C@@H]2C[C@H]3C(Br)C2Br)cc1 (some centres not stated)	3	0	1	18	-9	-8
26	Cc1ccccc1NC(=O)CSC(N)=O	11	-1	?	16	-5	-11
27	CCCNC(=O)C1(S(=O)(=O)c2ccccc2)CC=CC1	-13	1	-5	-2	-4	-22
28	COc1ccc(/C=C/c2nc3ccccc3c(=O)n2-c2cccc(C(=O)O)c2)cc1	3	-2	-13	-5	-4	1
29	COCCN1C(=O)N[C@@H](c2ccco2)C(C(=O)OC)=C1C	-17	2	1	6	-5	6
30	C/C(=N\N=c1/sc2ccccc2n1C)c1ccc(N2CCOCC2)cc1	12	1	9	13	-7	-11

No.	PDI inh	HIF-2a block	Peg3 promoter	NR2E3 ag-2	CF NFkB block
16	25	35	-14	-8	-15
17	-8	13	20	-21	12
18	7	-59	-12	10	-12
19	6	7	13	14	4
20	2	21	-4	-35	-11
21	1	13	13	-4	-12
22	-4	-39	-26	-57	3
23	-1	-268	-229	-90	-7
24	1	14	20	-21	9
25	1	7	-5	-27	-3
26	-11	23	2	-7	-7
27	-3	-18	-15	-38	21
28	8	12	-6	-26	4
29	-1	13	13	15	-18
30	-6	-60	-41	-58	-9

Arranged by the number under Vif inh (descending): 3 of the compounds above
| # | canonical_smiles | Vif inh |
| --- | --- | --- |
| 18 | COc1cc(C2C(C#N)=C(N)Oc3n[nH]c(C)c32)ccc1OC(=O)c1ccccc1 (configuration not stated) | 3 |
| 29 | COCCN1C(=O)N[C@@H](c2ccco2)C(C(=O)OC)=C1C | 1 |
| 24 | O=C(NC12CC3CC(CC(C3)C1)C2)N1CCN(C2CCCCC2)CC1 | -2 |

Reformatted with bars between the fields: entries from further up
No. | canonical_smiles | TRPM1 prom inh | NR2E3 ag-1 | Vif inh | KKLEB tox | CaV13 FRET inh | Shn3 inh set2 | PDI inh | HIF-2a block | Peg3 promoter | NR2E3 ag-2 | CF NFkB block
19 | COCCOC1CCN(C(=O)c2cc(COc3ccc(-n4cncn4)cc3)on2)CC1 | 4 | 4 | -4 | 8 | -6 | 23 | 6 | 7 | 13 | 14 | 4
20 | O=C(CN1C(=O)NC2(CCCCCC2)C1=O)Nc1ccc(S(=O)(=O)N2CCOCC2)cc1 | -2 | 1 | -14 | 1 | -6 | 15 | 2 | 21 | -4 | -35 | -11
21 | COc1cc2c(cc1OC)CN(S(=O)(=O)/C=C/c1ccccc1)CC2 | -14 | -1 | -10 | 2 | -3 | 15 | 1 | 13 | 13 | -4 | -12

Further entries.
No.	mol	TRPM1 prom inh	NR2E3 ag-1	Vif inh	KKLEB tox	CaV13 FRET inh	Shn3 inh set2
31	c1ccc2c(c1)OC1OC2Oc2ccccc21	-4	·	10	4	·	-13
32	O=C(NC1CCCCC1)c1ccc(CS(=O)(=O)c2ccc(Cl)cc2)o1	8	3	-1	-10	-2	-6
33	O=C1S/C(=C\c2ccc(O)c([N+](=O)[O-])c2)C(=O)N1c1ccccc1Cl	3	4	-14	12	-1	8
34	CCc1ccc(NC(=O)CSc2ccc(-c3sc(C)nc3C)nn2)cc1	14	0	-7	-7	-9	29
35	Cc1cc(C2=NNC(=NC3CC3)SC2)c(C)n1Cc1ccco1	91*	1	-7	-12	-3	38
36	C/C=C(\C)CN1CCC(n2nccc2NC(=O)CCOc2ccccc2)CC1	1	5	-5	13	-3	-8
37	O=C(Cc1ccccc1)NCC(=O)OCC(=O)c1ccc([N+](=O)[O-])cc1	-1	1	7	2	-5	-1
38	Cc1ccc(S(=O)(=O)c2ccc(Cl)cc2)cc1S(=O)(=O)N(C)CC(=O)O	-8	-4	-5	-4	-2	0
39	C=C1N(c2ccccc2)C(=O)OC1(C)C	6	-1	·	6	-2	-21
40	Cc1ccc(C(=O)N(Cc2nc(-c3ccc(C)cc3)no2)C(C)C)cc1	11	-3	-1	1	-4	-6
41	COc1ccc(C(CC(=O)O)NS(=O)(=O)c2ccc(C)cc2)cc1 (configuration not stated)	10	6	6	5	-8	-18
42	CN(C)/C=N/c1cc(=O)n(C)c(=O)n1Cc1ccccc1	6	1	-2	-8	-4	-3
43	COc1ccccc1CN(C)S(=O)(=O)c1cccs1	5	5	-5	6	-2	13
44	COCCN(CCOC)C(=O)c1ccc(SCc2ccc(C)cc2)c([N+](=O)[O-])c1	2	-3	4	17	-4	8

No.	PDI inh	HIF-2a block	Peg3 promoter	NR2E3 ag-2	CF NFkB block
31	-1	11	10	11	-9
32	-5	13	6	14	12
33	1	-75	9	28	4
34	-6	-29	0	-28	12
35	5	80*	86*	67	22
36	3	10	10	-5	1
37	-1	4	12	9	0
38	-4	10	-8	-10	5
39	9	1	11	1	5
40	·	9	22	-23	-7
41	5	11	-5	1	-11
42	1	-4	3	7	-12
43	7	-58	-57	-42	12
44	-4	3	4	-13	-10

Source: PubChem (several laboratories)
